Bioassay records deposited in PubChem BioAssay by several laboratories.
TNF death inh = inhibitors of TNF-alpha triggered necroptosis, primary screen, cell-based, Jurkat FADD-/-, single concentration; activation (protection from cell death), % at 10 µM; Jurkat FADD-/- TNF necroptosis rescue, ATP luminescence, 24 h; 0 = TNF only, 100 = no-TNF cells; 0.068% of 220,000 active; AID 463075, 2010;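 active means activation, meaning protection from cell death, of at least 50% relative to plate controls; inactive means activation below 50%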;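 further: necroptosis triggered by 40 ng/mL TNF-alpha added together with compound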
Mdm2 ligase inh = MDM2-luciferase reporter signal enhancers, primary screen, MDM2 E3 ligase inhibitor project, cell-based, luminescence, 1536-well | E3 ubiquitin-protein ligase Mdm2 (Homo sapiens), Q00987 | cell-based MDM2 ubiquitination luciferase reporter, 2 h; 0 = plate control, 100 = twice control, blank-subtracted | 0.11% of 210,000 active | signal enhancement, % at 5 µM;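 active means signal enhancement of 30% or more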;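 further: luminescence tracks abundance of the self-degrading MDM2-luciferase fusion protein; higher signal means inhibition of MDM2 E3 ligase activity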
Target sequence (Q00987 whole entry, looked up, the tested form may be a part): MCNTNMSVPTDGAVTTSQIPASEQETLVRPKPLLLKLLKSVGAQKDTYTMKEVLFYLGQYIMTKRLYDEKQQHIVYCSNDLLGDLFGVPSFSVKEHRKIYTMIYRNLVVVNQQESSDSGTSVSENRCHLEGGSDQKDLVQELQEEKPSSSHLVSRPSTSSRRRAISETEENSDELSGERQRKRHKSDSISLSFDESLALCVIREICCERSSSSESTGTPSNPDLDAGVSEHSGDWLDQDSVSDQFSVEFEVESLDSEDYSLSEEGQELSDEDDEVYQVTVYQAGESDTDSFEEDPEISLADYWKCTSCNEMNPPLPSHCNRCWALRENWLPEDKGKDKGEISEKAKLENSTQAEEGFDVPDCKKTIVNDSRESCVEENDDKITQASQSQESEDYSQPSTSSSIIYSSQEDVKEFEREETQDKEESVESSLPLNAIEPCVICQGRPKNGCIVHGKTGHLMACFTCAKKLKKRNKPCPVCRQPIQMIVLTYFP
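system = mammalian cells stably expressing self-ubiquitinating, self-degrading MDM2 E3–luciferase fusion | quantity = 2000 cells per well seeded | incubation = 4 h cell settling then 2 h compound exposure, 37 °C | signal = SteadyLite luminescence, 15 min reagent step | benchmarks = plate control and blank wells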
Cl transport mod = KCC2 cotransporter modulators, thallium flux, primary screen, cell-based, HEK293 KCC2, FluoZin-2 fluorescence, MLSMR; KCC2 cells, thallium flux FluoZin-2 fluorescence; Solute carrier family 12 member 5 (Homo sapiens), Q9H2X9; B-score of Tl+ flux slope (higher = more flux/activation; lower = inhibition) at 10 µM; 2.2% of 190,000 active; AID 1456, 2008;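 active means thallium flux slope and its plate-corrected score both differing from the plate sample mean at a set confidence after two filtering rounds, in either direction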;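 further: slope of fluorescence scaled to starting intensity during 10 to 20 s after thallium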
Calpain2 inh = inhibitors of pig calpain II, primary screen, biochemical, fluorogenic peptide substrate, 1536-well; purified calpain II, 30 min; inhibition, % at 16 µM; 0.37% of 220,000 active; AID 1236, 2008;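 active means inhibition above about 50%, limit read from the data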
L929 necroptosis = inhibitors of zVAD-triggered necroptosis, primary screen, L929 cells. L929 zVAD necroptosis rescue, ATP luminescence, 24 h; with zVAD 60 µM. viability rescue, % at 10 µM. 0.38% of 220,000 active;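 active means activation, scaled between plate controls, above about 75%, limit read from the data; inactive means activation under that limit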;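 further: 0% = zVAD with DMSO and 100% = DMSO alone without zVAD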
EBV gp42 inh = Epstein-Barr virus gp42 inhibitors, primary screen, biochemical, uHTS, fluorescence polarization; Fluorescence polarization binding assay, mP read-out; Glycoprotein 42 (Epstein-Barr virus (strain AG876)), Q1HVG2; 0.42% of 220,000 active; inhibition, % (tested at 21.74 µM); AID 1085, 2008; in the data active means inhibition above about 50%
Target sequence (Q1HVG2 whole entry, looked up): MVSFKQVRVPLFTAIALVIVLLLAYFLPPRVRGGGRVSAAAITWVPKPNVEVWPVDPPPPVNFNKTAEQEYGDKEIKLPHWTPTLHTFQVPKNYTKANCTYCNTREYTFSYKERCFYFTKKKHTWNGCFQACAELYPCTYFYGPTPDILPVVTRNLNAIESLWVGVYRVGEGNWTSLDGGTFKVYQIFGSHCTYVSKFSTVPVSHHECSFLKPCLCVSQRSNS
Rad51 HR inh = human RAD51 strand exchange inhibitors, primary screen, biochemical, fluorescence; inhibition, % at 10 µM; 0.085% of 200,000 active; hRad51 DNA strand exchange, fluorescence dequenching;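 active means inhibition above 40% at the single screening dose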;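 further: 0% = DMSO control wells and 100% = blanks with heterologous ssDNA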
Target sequence (Q06609 whole entry, looked up): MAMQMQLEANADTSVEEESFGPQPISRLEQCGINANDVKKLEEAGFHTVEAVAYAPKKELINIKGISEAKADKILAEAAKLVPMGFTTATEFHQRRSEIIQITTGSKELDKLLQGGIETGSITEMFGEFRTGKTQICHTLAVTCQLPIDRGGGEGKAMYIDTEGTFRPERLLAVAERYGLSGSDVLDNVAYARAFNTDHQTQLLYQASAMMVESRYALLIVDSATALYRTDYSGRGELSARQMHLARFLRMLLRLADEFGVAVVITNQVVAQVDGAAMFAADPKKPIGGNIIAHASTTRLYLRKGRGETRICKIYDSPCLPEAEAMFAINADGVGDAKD
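Test system: preformed human Rad51 ssDNA filaments; also added: Donor/quencher-labelled 47-bp dsDNA substrate; doses: 10 µM final, single point; times: 37 °C 15-min filament assembly, 30-min compound preincubation, 15-min exchange; detection: FRET fluorescence dequenching, excitation 485 nm, emission 520 nm; read-out basis: Fluorescence-based percent inhibition, control- and blank-normalised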
PERK inhibitor = block of dimerizer-induced PERK translation repression, primary screen, PERK inhibitor project, CHO PERK-DD cells, SEAP luminescence, HTS; Eukaryotic translation initiation factor 2-alpha kinase 3 (Homo sapiens), Q9NZJ5; CHO PERK-DD fusion, SEAP luminescence translation reporter; inhibition, % at 5.6 µM; 0.17% of 220,000 active; AID 1416, 2008;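 active means inhibition above the mean inhibition of all tested compounds plus 3 SD, set separately per screening campaign, cut at about 2.9% in these data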;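 further: PERK kinase domain activated by AP20187 dimerizer at 100 nM; 0% = DMSO with dimerizer and 100% = rapamycin at 8.4 µM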
eIF4E-4G inh = eIF4E–eIF4G protein interaction inhibitors, primary screen, biochemical, uHTS, TR-FRET, eIF4GI fragment; TR-FRET eIF4E-eIF4GI(517-606) binding, 2 h; inhibition, % at 21.7 µM; 0.37% of 220,000 active; AID 782, 2007;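 active means inhibition above about 30%, limit read from the data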;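 further: 0% = full FRET control wells and 100% = background wells lacking eIF4GI fragment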
Numbers without * were called inactive; i = inactive; nt = not tested or not shown; & = joins results of further samples; [ ] = remark or other dose.

SMILES	TNF death inh	Mdm2 ligase inh	Cl transport mod	Calpain2 inh	L929 necroptosis	EBV gp42 inh	Rad51 HR inh	PERK inhibitor	eIF4E-4G inh
CC(=O)Nc1ccc2c(c1)C(C)(C)C(C)N2C (centres undefined)	-1.0	-17	1.3	-4	5.0	10	-8	0.0	17
O=C(c1ccco1)N1CCN(S(=O)(=O)c2ccc(Oc3ccccc3)cc2)CC1	2.5	-15	nt	3	1.0	-9	3	-0.3	-8
COc1ccc(C2CC(=O)N(C)c3ccccc3S2)cc1OC (centres undefined)	-7.3	-6	0.11	30	75	-7	-13	0.3	-1
Cc1ccc(OCC(=O)NNC(=O)CSc2ncnc3sc(C)c(C)c23)cc1	1.2	5	13*	-17	7.4	-21	-2	1.2	9
Cc1cc(C)n(C(=O)CNC(=O)c2cccs2)n1	0.3	1	-1.5	-20	-0.6	-27	1	1.5	-3[fluorescence artefact?]
N#Cc1cc([N+](=O)[O-])cnc1NCC(O)CO (centres undefined)	-2.9	-8	0.058	-39	0.2	-5	-3	0.8	8
N#Cc1c2n(cnc1=O)CCCCC2	0.1	-12	-0.054	8	-0.6	-8	-10	1.1	4
O=S(=O)(NCC(c1cccnc1)N1CCN(c2ccc(F)cc2)CC1)c1cccs1 (centres undefined)	2.9	-26	0.21	15	0.1	3	6	-0.1	5
COc1cccc(CC2(CO)CCN(Cc3cn(C)nc3C)CC2)c1	0.2	-35	1.1	29	-0.4	0	-1	-0.6	2
COc1ccc(C(=O)NCc2ccc(-n3cccc3)cc2)cc1OC	1.3	-3	-0.78	19	0.8	-8	-5	0.4	1
O=C(O)c1cccc(Cn2c(Cl)c(/C=N/NC(=O)c3ccc(O)cc3)sc2=O)c1	1.2	-10	0.38	-9	0.5	0	nt	0.5	0
O=C(NCCCCCCNC(=O)NCc1ccco1)NCc1ccco1	-0.8	-9	-0.16	-15	0.9	-13	nt	0.7	-19
CCOC(=O)c1sc2nc(CN3CCCCC3)nc(Cl)c2c1C	3.3	-11	0.65	-174	7.1	-12	14	0.3	2
O=C(NCc1ccc(-c2nc3ccccc3s2)cc1)c1cc2ccccc2o1	1.5	-23	-0.081	20	0.7	-14	-5	0.6	-2
CC(C)N1C(=O)NC2(c3ccccc3)N(C)C(=O)N(C)C12c1ccccc1 (centres undefined)	-0.3	-9	1.1	31	nt	-1	nt	-1.5	7[fluorescence artefact?]
CCC(=O)N(C)CCc1cc2c(c(OC)c1/C=N/NC(=O)[C@H]1C[C@@H]1c1ccccc1)OCO2	2.4	6	-3.9	9	0.5	5	21	-3.0	-4
CCc1nc(SCc2ccc(Cl)cc2)n[nH]1	2.4	-15	-0.53	-22	0.9	6	4	0.9	1
CC1CN(C(=O)COC(=O)c2ccc(Cl)c(S(=O)(=O)N3CCCCC3)c2)CC(C)O1 (centres undefined)	1.3	-10	0.6	-20	2.9	-5	-3	1.1	1
COc1ccc(-c2cc(NCc3ccccn3)n3ncnc3n2)cc1	-1.3	-10	-0.026	-19	-0.9	-11	nt	-0.3	1
CCSc1nc2ccccc2[nH]1	0.3&1.8	-11&0	-0.054&0.016	-13&15	1.6&-0.3	-20&-11	1&-9	0.8&1.7	-2

A few values from the results shown:
Under TNF death inh, O=C(NCc1ccc(-c2nc3ccccc3s2)cc1)c1cc2ccccc2o1 has 1.5
Under TNF death inh, CCc1nc(SCc2ccc(Cl)cc2)n[nH]1 has 2.4
Under Rad51 HR inh, O=S(=O)(NCC(c1cccnc1)N1CCN(c2ccc(F)cc2)CC1)c1cccs1 (centres undefined) has 6
Under Calpain2 inh, O=C(O)c1cccc(Cn2c(Cl)c(/C=N/NC(=O)c3ccc(O)cc3)sc2=O)c1 has -9
Under Cl transport mod, CCC(=O)N(C)CCc1cc2c(c(OC)c1/C=N/NC(=O)[C@H]1C[C@@H]1c1ccccc1)OCO2 has -3.9

Remaining list, next part
SMILES	TNF death inh	Mdm2 ligase inh	Cl transport mod	Calpain2 inh	L929 necroptosis	EBV gp42 inh	Rad51 HR inh	PERK inhibitor	eIF4E-4G inh
CCN(CC)CCCN1C(=O)C(=O)/C(=C(/O)c2ccc(C)cc2)C1c1ccccn1 (centres undefined)	0.8	-4	nt	0	-0.4	-2	2	-0.2	-2
CCOC(=O)N1CCN(C(=O)CSc2nc(C)nc3c2c(=O)n(C)c(=O)n3C)CC1	0.4	-4	-0.74	-15	0.3	-14	3	1.8	6
CCn1c(=O)cc(OCC(=O)NCc2cccnc2)c2ccccc21	-0.8	-23	nt	7	0.9	-1	0	0.2	1
C/C(=N\Nc1nc(N)cc(Cl)n1)c1ccc(Cl)c(Cl)c1	-1.5	-15	1.3	-22	5.8	-11	-10	0.5	-1
Cc1ccccc1NC(=O)Cn1nc(-c2ccccc2)nc1-c1ccccc1	-4.1	-17	-0.19	-23	-0.1	3	2	0.5	6
NS(=O)(=O)c1cccc(NC(=O)c2cncc(Br)c2)c1	2.2	nt	-0.052	-27	0.9	-3	8	0.7	-5
COc1cccc(NC(=O)CSc2nc3ccsc3c(=O)n2-c2ccc(C(=O)O)cc2)c1	0.6	-2	-0.76	-31	2.7	10	-9	0.8	-2
CCOC(=O)c1cnc2c(F)ccc(F)c2c1Sc1ccccc1	-7.1	-17	-1.7	-14	1.0	-6	5	1.6	6
COc1ccc(N2CC(C(=O)Nc3ncccc3C)CC2=O)cc1 (centres undefined)	-2.0	-16	0.34	10	1.3	-4	-2	1.6	4[fluorescence artefact?]
Cn1c(=O)c2c(ncn2CC(=O)N2CCOCC2)n(C)c1=O	0.4	nt	0.4	-21	1.6	-3	2	0.8	-2
CC1(C)CC2CC(C)(CN2S(=O)(=O)c2ccc(C(=O)Nc3ccc(S(=O)(=O)N4CCOCC4)cc3)cc2)C1 (centres undefined)	-2.4	-20	-0.82	-58	0.6	4	1	-0.3	7
O=C(NCC1CCCCC1)c1cc([N+](=O)[O-])ccc1N1CCOCC1	2.0	9	0.12	1	2.0	-3	-4	0.8	5
CN(C)C(CNC(=O)CCCOc1ccccc1)c1ccco1 (centres undefined)	-0.1	-17	-0.99	3	1.1	-18	2	0.7	-2
Cc1c(C(=O)Nc2ccc(N3CCOCC3)cc2)cccc1[N+](=O)[O-]	0.9	-22	1.3	13	1.5	-16	-1	-0.1	1
Cc1ccc(OCC(=O)NCCO)c(Br)c1	0.2	-19	-0.096	24	0.2	7	nt	-0.8	2
O=C(CNS(=O)(=O)c1ccc(F)cc1)N1CCN(c2ccccc2)CC1	-0.7	-6	-1.9	i	1.0	-12	4	-1.4	0
O=C(NC1CCCc2ccccc21)c1cncc(Br)c1 (centres undefined)	-1.2	-13	0.21	10	-0.8	0	-3	-1.2	-1[fluorescence artefact?]
CCOc1ccc(C(=O)COC(=O)CC)cc1	0.5	-20	nt	4	2.6	-17	20	1.2	-8
COc1ccccc1Oc1c(C)oc2c(CN(C)C)c(O)ccc2c1=O	0.8	nt	0.3	-406	-0.6	7	nt	0.6	1[fluorescence artefact?]
CSc1ccc(/C=C/C(=O)NC(=O)c2ccccc2O)cc1	-0.6	-42	-0.046	-46	3.2	6	6	0.7	-1

Whole records, quoted from the list. Values in the order: TNF death inh	Mdm2 ligase inh	Cl transport mod	Calpain2 inh	L929 necroptosis	EBV gp42 inh	Rad51 HR inh	PERK inhibitor	eIF4E-4G inh
O=C(CNS(=O)(=O)c1ccc(F)cc1)N1CCN(c2ccccc2)CC1 in the list: -0.7	-6	-1.9	i	1.0	-12	4	-1.4	0
Cn1c(=O)c2c(ncn2CC(=O)N2CCOCC2)n(C)c1=O in the list: 0.4	nt	0.4	-21	1.6	-3	2	0.8	-2
CCOc1ccc(C(=O)COC(=O)CC)cc1 in the list: 0.5	-20	nt	4	2.6	-17	20	1.2	-8
Cc1ccc(OCC(=O)NNC(=O)CSc2ncnc3sc(C)c(C)c23)cc1 in the list: 1.2	5	13*	-17	7.4	-21	-2	1.2	9

Entries listed above shown as hits in Cl transport mod.
| SMILES | Cl transport mod | Calpain2 inh | EBV gp42 inh | PERK inhibitor | eIF4E-4G inh |
| --- | --- | --- | --- | --- | --- |
| Cc1ccc(OCC(=O)NNC(=O)CSc2ncnc3sc(C)c(C)c23)cc1 | 13* | -17 | -21 | 1.2 | 9 |

(more compounds)
SMILES	TNF death inh	Mdm2 ligase inh	Cl transport mod	Calpain2 inh	L929 necroptosis	EBV gp42 inh	Rad51 HR inh	PERK inhibitor	eIF4E-4G inh
Cc1ccc(-n2c(C)cc(/C=N/NC(=O)c3ccc(CN4CCOCC4)cc3)c2C)cc1	-15	-9	nt	5	0.0	11	-8	0.1	1[fluorescence artefact?]
Cc1[nH]n(-c2ccccc2)c(=O)c1C(=O)c1cccc(F)c1	-0.2	-2	0.54	-22	0.3	4	-49	2.0	1
Cc1nnn(-c2nonc2N)c1C(=O)N/N=C/c1ccccc1O	-7.1	-7	1.1	-43	29	-1	2	1.5	3
CNC(=O)c1ccc(N(Cc2ccccc2)S(C)(=O)=O)cc1	-0.2	19	0.2	6	-0.5	-6	-11	1.2	1
CCOC(=O)c1c(-c2ccc(C)cc2)csc1NC(=O)c1ccc(N2C(=O)CCC2=O)cc1	3.2	1	-0.19	-70	0.2	-11	11	1.0	3
O=C(NCCCN1CCCCC1)c1ccc2c(c1)NC(=O)C(N1CCOCC1)S2 (centres undefined)	-0.4	-36	-0.18	-18	0.4	-15	-1	0.6	2
CCCNC(=O)NCCc1c(C)[nH]c2ccccc12	1.3	-21	nt	-18	-1.2	7	-13	-0.5	-1
NC(=O)NC(=O)CC1S/C(=N/N=C2/NC(=O)CS2)NC1=O (centres undefined)	0.4	-12	0.06	-8	11	-24	1	0.7	3
COC(=O)c1ccc(NC(=O)CN(C2CCCCC2)S(C)(=O)=O)cc1	-1.5	-4	0.058	1	0.6	-16	7	0.0	2
COc1ccc(/C=C/C(=O)c2ccccc2)cc1Cn1nnc2ccccc21	-4.5	19	-0.81	-24	0.0	-5	8	0.1	28
Cn1c(N)c(C(=O)Nc2ccccc2F)sc1=S	0.2	-10	0.013	9	1.2	-4	20	2.2	3
COc1ccc(Nc2nc(N)c([N+](=O)[O-])c(N3CCOCC3)n2)cc1	-8.0	-11	0.96	-13	1.6	7	9	-0.9	-3
Cc1cccc2cc(COC(=O)c3cccnc3)c(=O)[nH]c12	0.9	-19	0.026	1	3.9	-40	9	-0.9	-8[fluorescence artefact?]
